# SK-BR-3 tox 24h – SK-BR-3 proliferation inhibitors. AID 847. actives 0.47% (n = 41,000). viability, % at 10 µM. SK-BR-3 viability, CellTiter-Glo ATP luminescence, 24 h; hits give low values;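 active means viability at or below the median of all test compounds minus 3 SD, in both replicates if run twice, cut at about 45% in these data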;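 further: 100% = median untreated cell wells and 0% = median positive control drug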
# Starred values were filed as active, the others as inactive. Some of the compounds tested. The share of hits here may be higher or lower than overall.
SMILES,SK-BR-3 tox 24h
O=C(Nc1ccccc1N1CCN(C(=O)c2ccc(Cl)cc2)CC1)c1cccnc1,80
CC(C)C(=O)N(c1ccc2oc(=O)sc2c1)S(=O)(=O)c1cccs1,69
CCOC(=O)N1CCN(c2nnnn2-c2ccccc2)CC1,101
N#Cc1cnn(Cc2ccc(Cl)cc2)c1N,97
CN(C(=O)COC(=O)COc1ccc(Cl)cc1)C1CCCCC1,84
COc1ccccc1NC(=O)CSc1nnc(-c2ccncc2)o1,97
CCOC(=O)C1CCCN(C(=O)c2cccs2)C1 (stereo not given),90
CCOC(=O)C1=C(O)CCn2c1nc1ccccc12,94
CCOc1ccc(C2C(C#N)=C(N)Oc3n[nH]c(C)c32)cc1OC(=O)C1CC1 (stereo not given),91
C=CCOn1c(=O)c(-c2ccc(OC)cc2)[n+]([O-])c2ccccc21,107
CCOc1cc(S(=O)(=O)N2CCN(CC)CC2)ccc1Cl,94
O=c1[nH]c2ccc(Cl)cc2c(=O)n1Cc1ccco1,104
COc1ccc(-c2cc3nc(C)cc(NCCO)n3n2)cc1,101
CCOC(=O)C1CCN(c2ncnc3c2oc2ccc(Br)cc23)CC1,93
CCn1c2c(c3cc(C(=O)O)ccc31)CCCC2=O,87
COCCNc1nc2c(c(=O)n(C)c(=O)n2C)n1Cc1cccc(C)c1,92
CN(C(=O)c1cccnc1)c1nc(-c2ccccc2)cs1,92
CC(C)C(NC(=O)c1ccccc1)C(=O)NC1=NCCS1 (stereo not given),97
CCOC(=O)C1=C(C)N(C)C(=O)NC1c1cccc(O)c1 (stereo not given),87
COC(=O)c1ccccc1NC(=O)C1CC=CCC1C(=O)O (stereo not given),81
Clc1cccc(-c2nnc3sc(-c4ccccc4)nn23)c1,93
CCN(CC)c1ccc(NC(=O)C2CC3CCC2C3)cc1 (stereo not given),74
CC(=O)c1sc2nc(SCC(=O)N3CCCCC3)[nH]c(=O)c2c1C,94
O=C(NCC(=O)N(c1ccccc1)C(C(=O)NCC1CCCO1)c1ccccc1)c1ccco1 (stereo not given),89
O=C1CC(c2ccco2)Cc2nc(N3CCc4ccccc4C3)ncc21 (stereo not given),67

# Taken from above (two entries):
SMILES,SK-BR-3 tox 24h
Clc1cccc(-c2nnc3sc(-c4ccccc4)nn23)c1,93
CCN(CC)c1ccc(NC(=O)C2CC3CCC2C3)cc1 (stereo not given),74

# Returning to the listing, starting seven compounds before the break.
SMILES,SK-BR-3 tox 24h
CCOC(=O)C1=C(C)N(C)C(=O)NC1c1cccc(O)c1 (stereo not given),87
COC(=O)c1ccccc1NC(=O)C1CC=CCC1C(=O)O (stereo not given),81
Clc1cccc(-c2nnc3sc(-c4ccccc4)nn23)c1,93
CCN(CC)c1ccc(NC(=O)C2CC3CCC2C3)cc1 (stereo not given),74
CC(=O)c1sc2nc(SCC(=O)N3CCCCC3)[nH]c(=O)c2c1C,94
O=C(NCC(=O)N(c1ccccc1)C(C(=O)NCC1CCCO1)c1ccccc1)c1ccco1 (stereo not given),89
O=C1CC(c2ccco2)Cc2nc(N3CCc4ccccc4C3)ncc21 (stereo not given),67
COc1cc(C2C(C#N)=C(N)Oc3cc(C)oc(=O)c32)ccc1OC(=O)N1CCOCC1 (stereo not given),84
Cc1nn(Cc2ccccc2)c(C)c1NC(=O)c1cc(-c2ccco2)on1,70
Clc1ccc(CSc2nnc(-c3cccnc3)n2Cc2ccco2)c(Cl)c1,82
O=C(NCC(=O)N(c1cccc(F)c1)C(C(=O)NCC1CCCO1)c1ccccc1)c1ccco1 (stereo not given),81
Cc1ccc(-c2nnn(CC(=O)N(Cc3ccccc3)C(C(=O)NC(C)(C)C)c3ccncc3)n2)o1 (stereo not given),87
CCOC(=O)c1cccc(NC(=O)c2cc3sccc3n2C)c1,221
Cn1c(NCCCO)nc2c(c1=O)C1(CCCCC1)Cc1ccccc1-2,80
O=C(CN(C(=O)CNC(=O)c1ccco1)c1ccc(Cl)c(Cl)c1)NC1CCCCC1,92
CCOc1ccc(C2=Nn3cnnc3SC2)cc1,87
CCOC(=O)c1[nH]c2ccc(OC)cc2c1NC(=O)CCN1CCCC(C)C1 (stereo not given),95
Cc1ccc(C(C)C)c(OCc2nnc(SCC(=O)Nc3nccs3)n2C)c1,93
Cc1cc(C(=O)N2CCc3ccccc32)c2cc(F)ccc2n1,100
Cc1occc1-c1nnc(SCC(=O)c2ccccc2)n1CC1CCCO1 (stereo not given),106
COc1ccc(-c2noc(C3CCCN(S(=O)(=O)c4ccc(C)c(Cl)c4)C3)n2)cc1OC (stereo not given),81
O=C(NC1CCCC1)C(c1ccc(O)cc1)N(CC1CCCO1)C(=O)C1COc2ccccc2O1 (stereo not given),102
COc1ccc(S(=O)(=O)N2CCCC2C(=O)Nn2cnnc2)cc1 (stereo not given),91
COC(=O)Cc1c(C)nc2nc(NCc3c(F)cccc3Cl)[nH]n2c1=O,98
C=CC(=C)CC(NC)c1ccccc1 (stereo not given),70
CCN1CCc2c(C#N)c(N3CCOCC3)nc(NCCO)c2C1,92
CCCc1nc2ccccc2c(=O)n1/N=C/c1ccc(O)c(O)c1,66
CCOc1ccc(NC(=O)C2CCC(N3C(=O)C4CC=CCC4C3=O)CC2)cc1 (stereo not given),96
CCc1ccccc1N(C)C(=O)CCc1nc(-c2ccc(C)cc2)no1,89
Cc1ccc(C(=O)/C=C/Nc2ccccc2C(N)=O)o1,101
Cc1cc2c(c(Sc3ccccc3)n1)C(=O)OC2,111
COc1ccc(OCC(O)Cn2c(Nc3ccccc3)nc3c2c(=O)n(C)c(=O)n3C)cc1 (stereo not given),79

# The final 4 records of the part above are carried over, then new ones follow.
SMILES,SK-BR-3 tox 24h
CCc1ccccc1N(C)C(=O)CCc1nc(-c2ccc(C)cc2)no1,89
Cc1ccc(C(=O)/C=C/Nc2ccccc2C(N)=O)o1,101
Cc1cc2c(c(Sc3ccccc3)n1)C(=O)OC2,111
COc1ccc(OCC(O)Cn2c(Nc3ccccc3)nc3c2c(=O)n(C)c(=O)n3C)cc1 (stereo not given),79
Cc1nnc2n(-c3ccc(Cl)cc3)c(=O)c3c4c(sc3n12)CN(C)CC4,72
COCCN(CC(=O)Nc1cccc(C)c1)S(=O)(=O)c1ccc(S(=O)(=O)N2CCCC2)cc1,106
N#Cc1c(NC(=O)c2ccc(Cn3cc(Br)cn3)o2)sc2c1CCCCCC2,86
COc1ccc(NC(=O)C(F)(OC)C(F)(F)F)c(OC)c1 (stereo not given),41*
O=C(CSc1n[nH]c(-c2ccco2)n1)N1c2ccccc2Sc2ccccc21,84
COc1cc(S(=O)(=O)N2CCN(C(=O)c3ccccc3F)CC2)c(OC)cc1NC(C)=O,83
COc1ccccc1N1CCN(Cc2ccc(OC)c3ccccc23)CC1,49
O=S(=O)(c1ccc(Cl)cc1)c1ccccn1,100
C=CCOC(=O)C1=C(C)NC(C)=C(C(=O)OCC=C)C1c1ccc(O)cc1,63
Cc1noc(C)c1S(=O)(=O)N(C)CC(=O)NCc1ccccc1,94
O=C(Oc1ccc(-c2ccccc2)cc1)N1CCCCC1,98
Cc1nc2ccccn2c1/C(O)=C1\C(=O)C(=O)N(CCN2CCOCC2)C1c1cccs1 (stereo not given),85
Cc1cc(C)c(S(=O)(=O)N2CCN(c3nc4c(c(=O)n(C)c(=O)n4C)n3C)CC2)c(C)c1,91
CCOC(=O)c1c(NCc2ccc3c(c2)OCO3)c2ccccc2[nH]c1=O,86
O=C(CCN1CCCC1Cc1ccccc1)c1ccc2c(c1)OCCO2 (stereo not given),76
O=C(c1cnn2c(C(F)F)cc(-c3ccccc3)nc12)N1CCN2CCCC2C1 (stereo not given),77
Cc1cc(C)c(C#N)c(N2CCCC(C(N)=O)C2)n1 (stereo not given),81
O=C(CNS(=O)(=O)c1ccc(Br)s1)N1CCN(c2ncccn2)CC1,75
CSc1nnc(-c2ccccc2)c(=O)[nH]1,100
CC(NCCc1ccc(O)cc1)C(O)c1ccc(O)cc1 (stereo not given),107
CCn1c(SCC(=O)Nc2ccc3c(c2)OCCO3)nnc1-c1ccccn1,96
Cc1nccn1-c1ncnc2sc3c(c12)CCCC3,87
CCc1c(C)c(C#N)c2nc3ccccc3n2c1Nc1c(C)n(C)n(-c2ccccc2)c1=O,94
CC(C)N1CC=C2C(C#N)=C(N)C(C#N)(C#N)C(c3ccccc3)C2C1 (stereo not given),87
Cc1c(Cl)ccc2c1NC(=O)[C@]21[C@@H]2C(=O)N(Cc3ccccc3)C(=O)[C@@H]2[C@@H]2CCCN21,107

# Following part
SMILES,SK-BR-3 tox 24h
Cc1cc(C)n(S(=O)(=O)c2cc(Cl)ccc2Cl)n1,99
CC(C)(O)C#CC#CCN1CCOCC1,82
O=C(c1ccc2c(c1)OCO2)N1CCc2ccccc2C1,101
COCCn1cc(C(=O)N2CCCC(C)C2)c2c3ccccc3n(C)c2c1=O (stereo not given),91
COc1cc(C(=S)N(C)C)ccc1O,109
Cc1cc(C)c2cc(C(c3nnnn3C3CCCC3)N3CCOCC3)c(=O)[nH]c2c1 (stereo not given),89
O=c1c2ccccc2ncn1Cc1nc2ccccc2s1,65
Cn1c(=O)c(=O)n(C)c2cc(S(=O)(=O)N3CCC(N4CCCCC4)CC3)ccc21,71
CC(=O)Nc1cccc(NC(=O)CSc2nnnn2Cc2ccccc2)c1,86
CCS(=O)(=O)n1nc(-c2ccc(C)cc2)nc1N,80
CCOC(=O)c1nn(-c2ccc3c(c2)CCN3C(C)=O)cc1O,118
O=C(O)c1ccc(Cn2cc(Cl)cn2)cc1,111
Cc1nn(-c2cc(N3CCCCC3)ccc2N)c(=O)c2ccccc12,82
Cc1cc(=O)[nH]c(SCC(=O)c2ccccc2)c1C#N,95
CS(=O)(=O)N(CC(=O)NCc1ccco1)Cc1ccc(Cl)cc1,124
CCNc1nc(N)nc(Oc2ccc(C(=O)OC)cc2)n1,103
O=C(CCn1[nH]c(=O)c2ccccc2c1=O)OC1CCCCC1,82
CCc1nnc(NC(=O)CCC(=O)N2CCN(Cc3ccccc3)CC2)s1,93
Cn1cnc(S(=O)(=O)NCc2cccs2)c1,94
CC(C)C1C(C#N)=C(N)Oc2n[nH]c(-c3cccs3)c21 (stereo not given),104
CC(=O)N1c2ccccc2C(=O)C1N1CCCCC1 (stereo not given),104
COc1ccccc1Oc1c(C)oc2cc(OC(=O)c3ccco3)ccc2c1=O,100
CCOC(=O)C1=C(C)NC(C)=C(C(=O)OCC)C1C(=O)OCC(=O)N1CCCCC1CC (stereo not given),80
CN1CCN(CCCn2cnc3c(=O)oc4ccccc4c32)CC1,117
COc1cccc(N2C(=O)C3C(C2=O)C2C=CC3C23CC3)c1 (stereo not given),82

# (cont.)
SMILES,SK-BR-3 tox 24h
Cc1cc2oc(=O)cc(C)c2cc1NC(=O)CCC(=O)O,107
Cc1ccc(S(=O)(=O)N2CCCC(C(=O)NCC3COCCO3)C2)cc1 (stereo not given),93
CCCOc1ccc(CC(=O)NCc2ccco2)cc1OC,83
O=C1C/C(=C/NCc2ccccc2)C(=O)N1,108
C=CCn1c(SCc2nc3ccccc3[nH]2)nnc1-c1ccccn1,86
C=CCN(C(=O)CCC(=O)Nc1cc(C)on1)C(C(=O)NC(C)(C)C)c1cccc(OC)c1OC (stereo not given),106
O=C(Cc1cccs1)NCc1ccc2c(c1)OCO2,97
Cn1ncc2c(Nc3ccc4ccccc4c3)ncnc21,92
O=C(O)C1Sc2[nH]c(=O)sc2C2c3cc(Cl)ccc3OC(=O)C12 (stereo not given),99
COc1ccc(N(CC(=O)Nc2cccc(OC)c2)S(=O)(=O)c2c(C)nn(C)c2C)cc1,82
O=C1CCCN1c1ccc(S(=O)(=O)N2CCN(c3ccccn3)CC2)cc1,90
COc1cc(/C=N/O)ccc1OCc1ccc(C(=O)O)cc1,104
COCCN1Cc2cccc(C(=O)Nc3cccc(OC)c3)c2C1=O,81
COCc1nc2ccccc2n1Cc1ccc(Br)cc1,94
CC(C)NC(=O)c1ccc(-c2ccccc2C(F)(F)F)o1,91
CCOC(=O)C1=C(C)NC(=O)NC1c1ccc(OCC(=O)OC)c(OC)c1 (stereo not given),102
Cc1ccccc1CN1CCN(S(=O)(=O)c2ccc(F)cc2)CC1,92
CC(=O)Nc1cccc(NC(=O)C2CCCN2C(=O)Nc2ccc(Cl)cc2)c1 (stereo not given),108
CCOC(=O)c1cc2c(=O)n3ccccc3nc2n(C(C)C)c1=NC(=O)c1ccncc1,93
Cc1ccc(-c2noc(CCC(=O)Nc3ccc(C)cn3)n2)cc1,87
Cc1ccc(S(=O)(=O)Nc2cc(C(=O)NCCN(C)C)ccc2N2CCCCC2)cc1,84
O=C(Nc1cccc(Cl)c1)N(CCN1CCOCC1)Cc1cccc(Cl)c1,88
O=C(CCSc1nc2ccccc2o1)N1CCOCC1,87
COCCOC(=O)C1=C(C)NC2=C(C(=O)CC(C)(C)C2)C1c1ccc(N(C)C)cc1 (stereo not given),122
COCC(=O)NC(C)c1nc2ccccc2[nH]1 (stereo not given),72
CCC(=O)Nc1cccc(C(=O)c2ccccc2)c1,99
COCCCNC(=O)c1c(N)n(/N=C/c2ccccn2)c2nc3ccccc3nc12,93
CCCCNC(=O)c1cc(-c2ccc(F)cc2)on1,77
Cc1cc(C(=O)Nc2ccc(S(=O)(=O)N3CCCC3)cc2)cs1,81
CCOC(=O)c1c(N)n(CCOC(=O)c2cccs2)c2nc3ccccc3nc12,83

# Source: PubChem
